High-throughput results as filed in PubChem.
hK5 inh: human KLK5 protease inhibitors, primary screen, biochemical, 1536-well; inhibition, % at 5 µM; recombinant hK5, fluorogenic AMC substrate cleavage; hit rate 0.59% among 210,000;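 active = inhibition of 40% or more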;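 note: 0% = enzyme controls without compound and 100% = no-enzyme blanks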
Target sequence (Q9Y337 67-293 limits assumed): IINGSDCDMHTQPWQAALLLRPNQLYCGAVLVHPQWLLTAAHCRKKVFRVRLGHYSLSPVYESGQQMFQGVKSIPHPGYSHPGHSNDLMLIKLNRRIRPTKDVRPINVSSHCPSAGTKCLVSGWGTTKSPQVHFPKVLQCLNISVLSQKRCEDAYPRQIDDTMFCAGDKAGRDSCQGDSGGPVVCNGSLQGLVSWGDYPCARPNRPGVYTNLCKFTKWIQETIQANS
Thrombin inh: human alpha-thrombin inhibitors, primary screen, counter-screen for coagulation protease inhibitor project, biochemical, 1536-well, fluorogenic AMC substrate. Boc-VPR-AMC fluorogenic substrate cleavage. inhibition, % at 5 µM. hit rate 0.26% among 220,000;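 active = inhibition at or above 40%; inactive = inhibition below 40%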;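 note: 0% = enzyme with no compound and 100% = wells without enzyme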
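Material: human alpha-thrombin enzyme / Medium: pH 7.5 Tris (50 mM) with NaCl 150 mM, Tween 20 0.05% / Compound: single-point dosing at 5 µM, 0.2% DMSO / Incubation: enzyme reaction carried out at room temperature / Detection: AMC fluorescence, 355/460 nm / Read-out basis: percent inhibition scaled between no-compound controls and no-enzyme blanks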
EBV gp42 block: Epstein-Barr virus gp42 inhibitors, primary screen, biochemical, uHTS, fluorescence polarization. inhibition, % (tested at 21.74 µM). hit rate 0.42% among 220,000. AID 1085, 2008. Fluorescence polarization binding assay, mP read-out; in the data active = inhibition above about 50%
Target sequence (Q1HVG2 whole entry, looked up): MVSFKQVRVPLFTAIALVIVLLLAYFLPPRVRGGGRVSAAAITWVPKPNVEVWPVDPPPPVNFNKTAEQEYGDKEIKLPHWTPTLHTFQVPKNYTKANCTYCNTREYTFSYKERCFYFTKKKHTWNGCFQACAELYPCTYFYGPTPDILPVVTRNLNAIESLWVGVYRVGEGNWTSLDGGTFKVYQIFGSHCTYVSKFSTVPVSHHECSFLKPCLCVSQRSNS
eIF4E 4G PPI: eIF4E–eIF4G protein interaction inhibitors, primary screen, biochemical, uHTS, TR-FRET, eIF4GI fragment; TR-FRET eIF4E-eIF4GI(517-606) binding, 2 h; inhibition, % at 21.7 µM; hit rate 0.37% among 220,000; AID 782, 2007;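 note: 0% = full FRET control wells and 100% = background wells lacking eIF4GI fragment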
Cl transport mod: KCC2 cotransporter modulators, thallium flux, primary screen, cell-based, HEK293 KCC2, FluoZin-2 fluorescence, MLSMR; Solute carrier family 12 member 5 (Homo sapiens), Q9H2X9; KCC2 cells, thallium flux FluoZin-2 fluorescence; B-score of Tl+ flux slope (higher = more flux/activation; lower = inhibition) at 10 µM; hit rate 2.2% among 190,000; AID 1456, 2008;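 active = thallium flux slope and its plate-corrected score both differing from the plate sample mean at a set confidence after two filtering rounds, in either direction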;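 note: slope of fluorescence scaled to starting intensity during 10 to 20 s after thallium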
14-3-3 Bad PPI: inhibitors of 14-3-3 zeta/Bad binding, primary screen, biochemical, TR-FRET, bovine 14-3-3 zeta | TR-FRET 14-3-3zeta/Dy647-pBad peptide displacement, 1 h | inhibition, % at 21.7 µM | hit rate 0.71% among 220,000 | 14-3-3 protein zeta/delta (Bos taurus), P63103;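 active = inhibition above about 70%, limit read from the data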;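 note: 0% = full 14-3-3 plus peptide FRET controls and 100% = background without 14-3-3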
Target sequence (P63103 whole entry, looked up): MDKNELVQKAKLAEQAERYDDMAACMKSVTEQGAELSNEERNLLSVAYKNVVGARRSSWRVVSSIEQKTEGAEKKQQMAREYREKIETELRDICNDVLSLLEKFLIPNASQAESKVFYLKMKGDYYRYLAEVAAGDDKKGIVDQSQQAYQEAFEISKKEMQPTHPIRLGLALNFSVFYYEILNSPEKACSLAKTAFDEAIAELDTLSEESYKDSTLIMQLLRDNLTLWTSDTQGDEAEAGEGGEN
NCF1 inh: p47phox/p22phox peptide binding inhibitors, primary screen, biochemical, uHTS, NADPH oxidase regulatory subunit. hit rate 0.53% among 220,000. Neutrophil cytosol factor 1 (Homo sapiens), P14598. fluorescence polarization, 2 h. inhibition, % at 24.7 µM;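 note: 0% = p47phox with labelled peptide and 100% = labelled peptide alone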
Furin inh: human furin inhibitors, primary screen, biochemical, fluorescence intensity. P09958. purified furin, fluorogenic substrate cleavage. inhibition, % at 30 µM. hit rate 0.061% among 220,000; in the data active = inhibition above about 25%; note: inactives centre near -15
Rad51 HR inh: human RAD51 strand exchange inhibitors, primary screen, biochemical, fluorescence; hit rate 0.085% among 200,000; AID 1385, 2008; inhibition, % at 10 µM; hRad51 DNA strand exchange, fluorescence dequenching; DNA repair protein RAD51 homolog 1 (Homo sapiens), Q06609;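 active = inhibition above 40% at the single screening dose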;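 note: 0% = DMSO control wells and 100% = blanks with heterologous ssDNA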
Target sequence (Q06609 whole entry, looked up): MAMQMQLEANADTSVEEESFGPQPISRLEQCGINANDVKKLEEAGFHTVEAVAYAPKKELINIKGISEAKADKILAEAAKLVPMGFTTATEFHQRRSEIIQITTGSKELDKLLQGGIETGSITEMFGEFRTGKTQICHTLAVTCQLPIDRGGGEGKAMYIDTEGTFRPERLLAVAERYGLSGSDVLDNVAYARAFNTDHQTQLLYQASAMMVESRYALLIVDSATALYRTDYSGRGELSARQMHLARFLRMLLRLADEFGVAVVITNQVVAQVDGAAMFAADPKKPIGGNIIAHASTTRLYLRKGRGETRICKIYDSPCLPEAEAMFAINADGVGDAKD
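Test system: preformed human Rad51 ssDNA filaments; also added: Donor/quencher-labelled 47-bp dsDNA substrate; doses: 10 µM final, single point; times: 37 °C 15-min filament assembly, 30-min compound preincubation, 15-min exchange; detection: FRET fluorescence dequenching, excitation 485 nm, emission 520 nm; read-out basis: Fluorescence-based percent inhibition, control- and blank-normalised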
Starred values were filed as active, the others as inactive; . = not tested or not shown; [ ] = dose if it differs, or a comment.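 Rule for the calls, unless noted: active = inhibition above about 30% (limit read from the data); inactive = the rest.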 Rows are unselected; any-hit rate near 4.7%.

SMILES	hK5 inh	Thrombin inh	EBV gp42 block	eIF4E 4G PPI	Cl transport mod	14-3-3 Bad PPI	NCF1 inh	Furin inh	Rad51 HR inh
Clc1cccc(N/N=C/c2ccc(N3CCOCC3)s2)c1	-7	-4	-4	7	-1.5	1	8	1	-3
O=C(O)c1c[nH]ccc1=O	-3	-5	-5	0	-0.12	-8	-21	-26	3
Cc1cc(NC(=O)CSc2nnc3c(C)cc4cc(C)c(C)cc4n23)no1	9	9	-29	3	.	19	1	-14	-8
COc1ccccc1C(=O)NC(C)c1ccccc1 (stereo unspecified)	-4	3	-24	3	-0.84	-2[fluorescence artefact?]	0	-16[20 µM]	-4
CCOC(CCn1c(SCc2ccc([N+](=O)[O-])cc2)nc2ccccc2c1=O)OCC	-8	-6	-12	2	0.017	14	-10	1	-5
CCOC(=O)C1=C(C)NC(=O)NC1c1ccc(OCC(=O)Nc2ccccc2)c(OC)c1 (stereo unspecified)	-2	-2	-11	-1	-1.1	4	-14	-21	10
CCC(=O)/C=C1\Sc2ccccc2N1CC	-8	-1	25	-6	-0.029	2[fluorescence artefact?]	-5	17	.
CC12CCC(C(=O)N(NC(=O)c3cc(Cl)ccc3O)C1=O)C2(C)C (stereo unspecified)	-23	-4	0	-5	0.61	-4	-5	-13[20 µM]	-1
Cc1cc(OC(=O)C(c2ccccc2)c2ccccc2)c([N+](=O)[O-])c(=O)[nH]1	-18	1	-28	1	0.1	-19[fluorescence artefact?]	-5	-12	6
COc1cc(NC(C)C(=O)N2CC(C)OC(C)C2)cc(OC)c1 (stereo unspecified)	24	16	4	-2[fluorescence artefact?]	0.14	-5	5	-19[20 µM]	6
O=S(=O)(c1ccc(Cl)c(NC(=S)N/N=C/c2ccc(O)cc2)c1)N1CCOCC1	-19	-2	6	-2	-0.66	-32	-21	-2	2
Cc1ccc(NC(=O)CCn2cnc3cc(C)c(C)cc32)cc1	-3	2	-4	-1	-0.57	-4[fluorescence artefact?]	-3	-20[20 µM]	6
O=C(NCc1nc2ccccc2[nH]1)c1ccc([N+](=O)[O-])cc1	-35	2	-7	3	0.92	-10	-9	-19	14
Cc1nn(Cc2ccc(F)cc2Cl)c(C)c1[N+](=O)[O-]	-6	-13	2	2	0.032	-3	5	-7	-10
COc1ccc2[nH]c(=O)c(CN(C(=O)c3cccnc3)c3ccccc3C)cc2c1	-1	-2	-18	3	-1.7	5	2	-11	.
Cc1ccc(Cn2ncc3c(N4CCN(c5ccccc5C)CC4)ncnc32)cc1	-8	6	-2	9	0.12	-10	0	11[20 µM]	-10
N/C(=N\OC(=O)COc1cc(Cl)c(Cl)cc1Cl)c1ccncc1	-2	-3	-1	3	0.49	2	2	-27	0
CC1(c2nnc(-c3ccccc3)o2)CC(c2cccnc2)=NO1 (stereo unspecified)	1	-6	-4	-5	1.1	-6	-29	-18	-2
COCCCNC(=O)CNC(=S)N(Cc1cc(OC)c(OC)c(OC)c1)C1CCCC1	-9	-4	13	-15	-0.021	-9	-17	-8	11
O=C(CSc1ccc2nnc(-c3ccncc3)n2n1)Nc1ccc2c(c1)OCCO2	-5	2	-26	-4[fluorescence artefact?]	1.5	11	5	0	1
Cc1cc(=O)n(C)c(=O)n1CCCCCN1CCCC1	-24	5	-20	0	2.4	17	-8	-27[20 µM]	-10
CCN(CC)C(=O)CSc1ncnc2c(-c3cccs3)nsc12	-4	-1	-15	-21	-0.24	11	-28	-20	-12
CN=c1scc(-c2ccco2)n1/N=C/c1ccc(O)c(O)c1	-14	0	6	-1	-0.72	-27	-20	-14	11
O=C(Cc1cccc2ccccc12)NC(NC(=S)Nc1ccccc1Cl)C(Cl)(Cl)Cl (stereo unspecified)	-11	-18	-9	3	-0.62	17[fluorescence artefact?]	-24	-16	-2
CC(=O)Nc1ccc(S(=O)(=O)Nc2nc(C)nc3sc4c(c23)CCC4)cc1	2	0	-5	-11	0.97	1	-6	-21	-1
O=C(C[n+]1ccccc1)c1ccc(NC(=O)c2ccccc2)cc1	-3	-10	-8	19	.	26	2	-26	-4
CC(C)Nc1nc(Cl)nc(N(C#N)CN2C(=O)c3ccccc3S2(=O)=O)n1	3	-2	52*	-1	-0.58	-4	-16	-36	3
COc1ccc(N(CC(=O)N2CCCC(C)C2)S(=O)(=O)c2c(C)nn(C)c2C)cc1 (stereo unspecified)	-21	-11	-5	-2	.	-4	-2	-30	1
CN(C)CCCNC1CS(=O)(=O)CC1O (stereo unspecified)	3	0	-9	-4[fluorescence artefact?]	1.2	11	-9	-12[20 µM]	-3
O=C(O)CC(NS(=O)(=O)c1cccc2nsnc12)c1ccc(F)cc1 (stereo unspecified)	1	-5	3	-1	-0.018	-5	0	-23	8

Of the compounds above, 2 have a COOH group:
SMILES	hK5 inh	Thrombin inh	EBV gp42 block	eIF4E 4G PPI	Cl transport mod	14-3-3 Bad PPI	NCF1 inh	Furin inh	Rad51 HR inh
O=C(O)c1c[nH]ccc1=O	-3	-5	-5	0	-0.12	-8	-21	-26	3
O=C(O)CC(NS(=O)(=O)c1cccc2nsnc12)c1ccc(F)cc1 (stereo unspecified)	1	-5	3	-1	-0.018	-5	0	-23	8

Next section.
SMILES	hK5 inh	Thrombin inh	EBV gp42 block	eIF4E 4G PPI	Cl transport mod	14-3-3 Bad PPI	NCF1 inh	Furin inh	Rad51 HR inh
COc1ccc(CCNC(=O)CN2CCN(c3cccc(C(F)(F)F)c3)CC2)cc1	0	-6	4	1	0.3	0	-2	-13[20 µM]	-1
CSc1c(-c2ccccc2)nc2ccccc2c1C(=O)O	2	-5	-10	-8	.	28	-2	-2[20 µM]	5
Cc1ccc(NC2=NCC(=O)N2Cc2cccs2)cc1C	-3	7	-7	-1	-0.59	-2	-10	-25	34
CCN1C/C(=C/c2cccs2)c2nc3ccccc3c(C(=O)O)c2C1	-3	-3	28	0	.	10	-3	-9	-11
COc1ccc([N+](=O)[O-])cc1NC(=O)N(C)Cc1ccco1	1	0	-8	-4	-1.6	5	0	-12	10
CCCCCOc1ccc(Br)cc1CSC(=N)N	-5	-9	30	-2	1.2	0	2	-5	6
CC1=CC(c2ccccc2)n2nc(N3C(=O)CCC3=O)nc2N1 (stereo unspecified)	-15	7	-15	0	0.73	-3	-17	-14[20 µM]	5
COc1ccccc1NC(=O)c1oc2ccc(C)cc2c1C	0	0	-17	1	-4.7*	11	0	-17	3
COCCN1Cc2cc3cc(C)ccc3nc2SC1=Nc1ccc(OC)cc1	-1	-13	1	-2	0.18	-6	-1	-24	9
Cc1[nH]cnc1CSCCN	-14	2	-22	-1	0.37	31	-12	-23	3
CC1(C)Cc2nc3sc4c(=O)[nH]cnc4c3cc2CS1	2	-2	4	1	.	-8	-1	-29[20 µM]	-1
Cc1cc(S(=O)(=O)NC2CCCCC2)ccc1OCC(=O)NCc1cccnc1	2	6	-9	-18	0.36	1	1	-16[20 µM]	-3
Cc1cc(C(=O)CSc2nn3c(=O)c(C(C)(C)C)nnc3s2)c(C)n1C1CC1	-6	-8	-4	0	-0.13	-7	-48	-9	2
COc1cccc(C2(c3cccc(OC)c3)CC2C(=O)Nc2ccccc2Cl)c1 (stereo unspecified)	-1	-7	0	5	0.41	2	-14	-28	-3
CCCCCC(=O)N(CN1C(=O)CCC1=O)c1ccccc1	-11	0	3	5	0.16	10	-5	32*[20 µM]	1
O=C1C2C(C(=O)N1CC1CCCO1)C1C=CC2C12CC2 (stereo unspecified)	7	4	-9	1	-0.0095	-3	-12	-23[20 µM]	6
O=c1cnnc(SCc2ccc([N+](=O)[O-])cc2)[nH]1	-40	2	-10	-1	-0.1	-6	-14	-19	0
COC(=O)c1c(NC(=O)c2ccccc2N(C)S(=O)(=O)c2ccccc2)sc2c1CCCC2	-13	-3	8	-2	-0.12	-11	-6	-23[20 µM]	5
c1cncc(CSc2ccc(-c3ccc4c(c3)OCO4)nn2)c1	-12	3	4	-2	-0.9	-1	22	-16	9
CCOC(=O)Cc1c(C)nc2c(-c3ccccc3)c(C)nn2c1C	-5	2	6	-1[fluorescence artefact?]	-2	-11	-14	-5[20 µM]	-1
O=C(CSc1nnc(-c2ccc(C(F)(F)F)cn2)o1)Nc1ccccc1Cl	-10	2	-11	-1	-0.013	-4	-3	-8	15
Cc1nc2c(c(=O)c3ccccc3n2C)c(=O)n1-c1ccc(F)cc1	-6	-5	-10	2	-0.16	1	8	-15	12
Cc1ccccc1OCC(=O)NCC(=O)OCC(=O)c1ccc2ccccc2c1	6	-1	-5	-1	1.2	3	-10	-2	-2
COc1ccc(NC(=O)C(C)Sc2ccccc2)cc1 (stereo unspecified)	-7	4	-60	-12[fluorescence artefact?]	.	3[fluorescence artefact?]	-17	-7[20 µM]	11
CCC(NC(=O)c1ccccc1NC(=O)c1ccc(C)cc1)C(=O)O (stereo unspecified)	-17	-4	-8	-6	.	-4	2	-8[20 µM]	10
COc1ccc(C(=O)Nc2cc3c(cc2Cl)OCCCO3)cc1	0	-2	-1	2	-0.3	9[fluorescence artefact?]	2	-13[20 µM]	-1
Cc1cc(OCC(=O)c2cccc(C(F)(F)F)c2)n2cnnc2n1	-10	-8	-6	2	0.21	6	7	-12	2
CCOc1nc(NCCN2CCOCC2)nc(NC(C)C)n1	-13	0	-16	-2[fluorescence artefact?]	-0.07	-1[fluorescence artefact?]	-10	-18[20 µM]	8
O=C(CN1CCOCC1)Nc1c2c(nc3ccccc13)N(Cc1ccccc1)CC2	-2	1	-15	-2	0.077	77*	-4	-38	-8
Cn1c(CNC(=O)C(C)(C)C)nc2ccccc21	-15	0	-10	3	-0.0046	-1[fluorescence artefact?]	5	-20	-9
CCOc1ccccc1N(CC(=O)O)S(=O)(=O)c1ccccc1	-9	4	-15	-6	-1.3	9	-4	0[20 µM]	-5
Nc1cc2c(cc1[N+](=O)[O-])OCCO2	-13	-5	21	18	0.26	-6	-6	-14	10

Only 14-3-3 Bad PPI (6 entries from above):
| SMILES | 14-3-3 Bad PPI |
| --- | --- |
| O=C(CSc1nnc(-c2ccc(C(F)(F)F)cn2)o1)Nc1ccccc1Cl | -4 |
| CCC(NC(=O)c1ccccc1NC(=O)c1ccc(C)cc1)C(=O)O (stereo unspecified) | -4 |
| Cn1c(CNC(=O)C(C)(C)C)nc2ccccc21 | -1[fluorescence artefact?] |
| Nc1cc2c(cc1[N+](=O)[O-])OCCO2 | -6 |
| CCOC(=O)Cc1c(C)nc2c(-c3ccccc3)c(C)nn2c1C | -11 |
| O=C1C2C(C(=O)N1CC1CCCO1)C1C=CC2C12CC2 (stereo unspecified) | -3 |
